Screening data from PubChem.
BioA inh – BioA (M. tuberculosis) enzyme inhibition; inhibition, % at 9.99 µM; purified M. tuberculosis BioA enzyme, plate reader; 360,000 compounds, 0.096% hits; in the data active = inhibition above about 40%
SSB-PriA inh – inhibitors of Klebsiella pneumoniae PriA binding to SSB C-terminal tail | AlphaScreen SSBct-PriA binding, biotinylated peptide | inhibition, % at 33 µM | 430,000 compounds, 0.6% hits | AID 1272365; in the data active = inhibition mostly above about 37%, no sharp cut-off; inactive = mostly below about 20%;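 note: plate controls were negative control peptide for no effect and reference peptide for full effect; strong numbers were not always called active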
Rv3671c inh – inhibitors of M. tuberculosis serine protease Rv3671c. inhibition, % at 5.96 µM. 320,000 compounds, 0.048% hits; in the data active = inhibition above about 38%;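 note: extracellular domain of Rv3671c used as enzyme; 0% = enzyme with DMSO and 100% = no enzyme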
3CLpro inhibitor – SARS-CoV 3CLpro protease inhibition; P0C6X7; recombinant SARS-CoV 3CLpro, quenched FRET peptide cleavage; inhibition, % at 6 µM; 290,000 compounds, 0.14% hits; in the data active = inhibition above about 12%
MazEF act – increases E. coli MazEF RNase cleavage of RNA; activation, % at 20 µM; P0AE70; 350,000 compounds, 0.32% hits; FAM/BHQ RNA-DNA oligo cleavage fluorescence, 5 h; in the data active = activation above about 50%
DUSP3 inh – blocks human VHR1 dual specificity phosphatase; P51452; recombinant VHR phosphatase, pNPP absorbance; inhibition, % at 13.3 µM; 290,000 compounds, 0.52% hits; in the data active = inhibition above about 50%; note: some compounds called inactive have numbers as strong as hits
Target sequence (P51452 whole entry, looked up): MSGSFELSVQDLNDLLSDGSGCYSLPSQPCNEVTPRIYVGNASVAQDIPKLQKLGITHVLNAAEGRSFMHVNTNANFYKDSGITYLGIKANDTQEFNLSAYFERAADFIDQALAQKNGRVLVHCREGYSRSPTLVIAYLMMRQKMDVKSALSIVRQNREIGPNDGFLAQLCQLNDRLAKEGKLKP
Mtb UGM inh – inhibitors of M. tuberculosis UDP-galactopyranose mutase; inhibition, % at 10 µM; AID 504406; P9WIQ1; 320,000 compounds, 0.06% hits; purified UGM, fluorescence polarization probe displacement; in the data active = inhibition above about 10%, passing the limit was not always enough
Target sequence (P9WIQ1 whole entry, looked up): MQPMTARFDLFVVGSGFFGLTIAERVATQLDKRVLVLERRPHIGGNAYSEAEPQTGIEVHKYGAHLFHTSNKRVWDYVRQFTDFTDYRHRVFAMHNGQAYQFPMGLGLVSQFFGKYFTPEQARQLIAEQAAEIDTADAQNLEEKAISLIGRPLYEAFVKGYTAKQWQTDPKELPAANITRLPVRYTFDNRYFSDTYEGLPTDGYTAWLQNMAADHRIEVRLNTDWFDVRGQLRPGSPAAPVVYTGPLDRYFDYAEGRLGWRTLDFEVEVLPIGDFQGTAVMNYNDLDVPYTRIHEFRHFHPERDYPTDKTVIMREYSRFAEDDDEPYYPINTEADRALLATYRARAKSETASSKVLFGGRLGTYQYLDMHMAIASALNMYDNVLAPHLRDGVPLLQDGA
GDH-TPI inh – counter-screen for M. tuberculosis FBA inhibitors: GDH-TPI coupled enzymes; AID 588335; GDH-TPI coupled enzyme counterscreen, NADH absorbance; inhibition, % at 4.8 µM; 360,000 compounds, 1.2% hits; in the data active = inhibition above about 30%;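 note: 0% = DMSO wells and 100% = wells lacking the enzyme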
BH1578 lux ind – induces V. cholerae light production without autoinducers | V. cholerae BH1578 lux reporter, luminescence, 6 h | 350,000 compounds, 0.16% hits | activation, % at 18.7 µM; in the data active = activation mostly above about 9.7%, no sharp cut-off; note: not every result past the cut was called active; inactives centre near 0; reference of the scale not given here
Mtb FBA inh – Mtb fructose-bisphosphate aldolase inhibition; P9WQA3; purified M. tuberculosis FBA, fluorescence read-out; inhibition, % at 1 µM; 360,000 compounds, 2.3% hits; AID 588726; in the data active = inhibition above about 27%;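 note: 0% = vehicle and 100% = reference inhibitor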
Target sequence (P9WQA3 whole entry, looked up): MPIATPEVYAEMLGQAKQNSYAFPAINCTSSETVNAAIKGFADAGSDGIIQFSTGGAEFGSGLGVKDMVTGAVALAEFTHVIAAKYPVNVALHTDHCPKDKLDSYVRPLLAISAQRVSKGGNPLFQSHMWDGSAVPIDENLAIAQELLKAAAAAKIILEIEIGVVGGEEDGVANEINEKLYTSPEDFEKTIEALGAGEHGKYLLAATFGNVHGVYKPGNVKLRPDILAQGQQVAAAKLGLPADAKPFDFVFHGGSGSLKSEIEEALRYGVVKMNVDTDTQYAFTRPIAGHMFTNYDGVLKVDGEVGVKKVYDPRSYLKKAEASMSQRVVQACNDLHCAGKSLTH
Active calls of the source: *; i = inactive; nt = no result given; & = joins results of further samples. These rows are one share of the data; rates above refer to the full screens.

SMILES	BioA inh	SSB-PriA inh	Rv3671c inh	3CLpro inhibitor	MazEF act	DUSP3 inh	Mtb UGM inh	GDH-TPI inh	BH1578 lux ind	Mtb FBA inh
COc1cc2nc(C3CCC3)n(NC(=O)C(OC(C)=O)c3ccccc3)c(=O)c2cc1OC (centres undefined)	nt	-4	4	0	-4	12	2.2	1	i	2
COc1ccc(C2CCCCCN2C(=O)C2CCN(S(=O)(=O)c3cccc(C(C)=O)c3)CC2)cc1 (centres undefined)	-1.2	1	nt	nt	1	nt	nt	7	-0.3	1
CCN(CC)C(=O)COc1ccc(-c2nnc(Nc3ccc(OC)c(C(=O)NC)c3)c3ccccc23)cc1	nt	-3	8	6	1	6	2.6	46*	-0.9	0
Oc1ccc(/C=N/N2CCCCC2)cc1O	0.2	nt	-1	-3	2	nt	-2.2	-2	-0.1	2
Cc1ccc(C(=O)CSc2ccc(-c3ccccc3)nn2)cc1	-0.7	-9	-4	-2	-1	-9	-0.4	2	-1.5	0
COc1ccccc1C1C([N+](=O)[O-])=CC([N+](=O)[O-])=CN1C (centres undefined)	nt	7	-1	1	-16	5	2.0	11	-0.3	-7
Cc1n[nH]c(C)c1CN(C)C(=O)C1CCC(=O)N(CCc2cccc(F)c2)C1 (centres undefined)	-0.2	9	-11	-5	-2	-4	1.3	-1	-5.9	4
CC(CCc1ccccc1)NC(=O)Cc1ccc([N+](=O)[O-])cc1 (centres undefined)	-0.3	-3	-2	5	1	-8	4.0	-2	0.0	1
COc1ccc(-c2[nH]ncc2CN2CCCC(C(=O)c3ccc(OC)cc3OC)C2)cc1 (centres undefined)	nt	1	-10	0	0	35	-1.8	2	0.8	1
CC(C)CC(=O)Nc1ccnn1C1CCN(C(=O)c2ccc(F)cc2Cl)CC1	-0.4	-3	2	5	-6	24	0.8	7	-0.7	0
CCOc1ccccc1C1NC(=O)CCC1[N+](=O)[O-] (centres undefined)	-1.8	-5	5	-4	4	-23	-2.2	4	-0.3	-1
COc1cccc(NC(=O)CN(C)C(=O)CN2C(=O)NC(C)(c3ccc4ccccc4c3)C2=O)c1 (centres undefined)	-1.9	-7	7	nt	1	nt	0.2	-10	-0.3	-2
Cc1noc(C)c1C(=O)NCC(=O)Nc1ccccc1Br	-0.1	5	4	nt	-5	nt	1.0	-7	i	1
CC(O)[C@H]1CNC(=O)C(=O)N1CCc1cccc2ccccc12 (some centres undefined)	-1.1	-8	-14	nt	-2	-1	-0.3	5	i	-1
O=C(NC1CCCC1)C(c1ccccn1)N(C(=O)c1csnn1)c1ccccc1 (centres undefined)	-0.8	-7	7	3	-6	22	0.1	-4	-7.8	0
CCN1CCN(C(=O)/C=C/c2cccc(Cl)c2)CC1	-0.7	8	-3	2	0	4	-0.8	2	-0.7	-1
COc1ccc(CCNC(=O)c2c[nH]c3ccc(F)cc3c2=O)cc1OC	-1.4	9	-1	0	-21	-2	-4.4	11	i	0
CC(CCc1ccccc1)NC(=O)c1nnc(Cc2ccc(F)cc2)o1 (centres undefined)	0.3	-22	12	-1	10	11	-0.7	6	-0.2	-2
COc1cc(OC)cc(C(=O)Nn2cnnc2)c1	-0.3	-5	-7	8	6	6	-0.9	-13	-0.7	-1
O=C(COC(=O)c1cccc(Cl)c1Cl)NC1CCCCCC1	-0.4	nt	nt	nt	0	nt	nt	0	-3.0	-1
O=C(CSc1nccn1Cc1ccco1)Nc1ccccc1C(F)(F)F	-0.1	2&0	-6	5	-3	41	-0.5	-4	-0.4	-1
COCC(CN1CCN(C2=NS(=O)(=O)c3ccccc32)CC1)OC(=O)c1ccccc1 (centres undefined)	nt	5	6	-3	2	-52	-2.4	-1	-0.1	0
COC(=O)c1ccc(NC(=O)COC(=O)CCC2CCCC2)cc1	-0.6	4	-15	nt	-2	nt	3.2	-1	-0.4	2
CC(C)(C)NC(=O)CSc1nsc(SCC(=O)NC(C)(C)C)c1C#N	-0.1	-1	0	1	8	41	1.2	4	-0.2	1
Cc1cccc(NS(=O)(=O)c2ccc(C)c(C(=O)N3CCN(C(=O)c4ccco4)CC3)c2)c1	-0.8	-9	nt	nt	-4	nt	nt	0	i	0

18 consecutive records already listed:
SMILES	BioA inh	SSB-PriA inh	Rv3671c inh	3CLpro inhibitor	MazEF act	DUSP3 inh	Mtb UGM inh	GDH-TPI inh	BH1578 lux ind	Mtb FBA inh
CC(CCc1ccccc1)NC(=O)Cc1ccc([N+](=O)[O-])cc1 (centres undefined)	-0.3	-3	-2	5	1	-8	4.0	-2	0.0	1
COc1ccc(-c2[nH]ncc2CN2CCCC(C(=O)c3ccc(OC)cc3OC)C2)cc1 (centres undefined)	nt	1	-10	0	0	35	-1.8	2	0.8	1
CC(C)CC(=O)Nc1ccnn1C1CCN(C(=O)c2ccc(F)cc2Cl)CC1	-0.4	-3	2	5	-6	24	0.8	7	-0.7	0
CCOc1ccccc1C1NC(=O)CCC1[N+](=O)[O-] (centres undefined)	-1.8	-5	5	-4	4	-23	-2.2	4	-0.3	-1
COc1cccc(NC(=O)CN(C)C(=O)CN2C(=O)NC(C)(c3ccc4ccccc4c3)C2=O)c1 (centres undefined)	-1.9	-7	7	nt	1	nt	0.2	-10	-0.3	-2
Cc1noc(C)c1C(=O)NCC(=O)Nc1ccccc1Br	-0.1	5	4	nt	-5	nt	1.0	-7	i	1
CC(O)[C@H]1CNC(=O)C(=O)N1CCc1cccc2ccccc12 (some centres undefined)	-1.1	-8	-14	nt	-2	-1	-0.3	5	i	-1
O=C(NC1CCCC1)C(c1ccccn1)N(C(=O)c1csnn1)c1ccccc1 (centres undefined)	-0.8	-7	7	3	-6	22	0.1	-4	-7.8	0
CCN1CCN(C(=O)/C=C/c2cccc(Cl)c2)CC1	-0.7	8	-3	2	0	4	-0.8	2	-0.7	-1
COc1ccc(CCNC(=O)c2c[nH]c3ccc(F)cc3c2=O)cc1OC	-1.4	9	-1	0	-21	-2	-4.4	11	i	0
CC(CCc1ccccc1)NC(=O)c1nnc(Cc2ccc(F)cc2)o1 (centres undefined)	0.3	-22	12	-1	10	11	-0.7	6	-0.2	-2
COc1cc(OC)cc(C(=O)Nn2cnnc2)c1	-0.3	-5	-7	8	6	6	-0.9	-13	-0.7	-1
O=C(COC(=O)c1cccc(Cl)c1Cl)NC1CCCCCC1	-0.4	nt	nt	nt	0	nt	nt	0	-3.0	-1
O=C(CSc1nccn1Cc1ccco1)Nc1ccccc1C(F)(F)F	-0.1	2&0	-6	5	-3	41	-0.5	-4	-0.4	-1
COCC(CN1CCN(C2=NS(=O)(=O)c3ccccc32)CC1)OC(=O)c1ccccc1 (centres undefined)	nt	5	6	-3	2	-52	-2.4	-1	-0.1	0
COC(=O)c1ccc(NC(=O)COC(=O)CCC2CCCC2)cc1	-0.6	4	-15	nt	-2	nt	3.2	-1	-0.4	2
CC(C)(C)NC(=O)CSc1nsc(SCC(=O)NC(C)(C)C)c1C#N	-0.1	-1	0	1	8	41	1.2	4	-0.2	1
Cc1cccc(NS(=O)(=O)c2ccc(C)c(C(=O)N3CCN(C(=O)c4ccco4)CC3)c2)c1	-0.8	-9	nt	nt	-4	nt	nt	0	i	0

Just BH1578 lux ind, DUSP3 inh and Mtb FBA inh, for some of the entries so far:
SMILES | BH1578 lux ind | DUSP3 inh | Mtb FBA inh
COc1cc2nc(C3CCC3)n(NC(=O)C(OC(C)=O)c3ccccc3)c(=O)c2cc1OC (centres undefined) | i | 12 | 2
COc1ccc(C2CCCCCN2C(=O)C2CCN(S(=O)(=O)c3cccc(C(C)=O)c3)CC2)cc1 (centres undefined) | -0.3 | nt | 1

(listing goes on)
SMILES	BioA inh	SSB-PriA inh	Rv3671c inh	3CLpro inhibitor	MazEF act	DUSP3 inh	Mtb UGM inh	GDH-TPI inh	BH1578 lux ind	Mtb FBA inh
COc1cc(NC(=S)NN2CCOCC2)cc(OC)c1	-1.4	-5	nt	-8	10	nt	nt	1	i	-1
CC(C)COc1ccc(/C(O)=C2/C(=O)C(=O)N(CCN(C)C)C2c2ccncc2)cc1 (centres undefined)	-1.2	nt	2	-2	0	4	-0.5	24	-1.0	-3
CCOC(=O)c1cnn(-c2ccc(C(F)(F)F)cn2)c1N	-0.8	-19	3	0	1	25	0.4	-7	i	-2
O=C(CN1CCOCC1)Nc1ccc2c(c1)OCO2	0.1	-3	-4	-2	2	34	0.4	-1	i	-2
CCOc1ccc(NC(=O)CCC(=O)Nc2cc(OC)c(NC(=O)c3ccco3)cc2OC)cc1	-0.6	3	2	2	-1	-5	-2.8	0	-0.3	0
c1ccc(COc2cccc(CNCc3cccnc3)c2)cc1	nt	-7	-5	1	8	41	3.5	-1	-0.5	1
O=C(NCCCOC(=O)c1ccccc1)c1ccccc1	-0.1	-1	nt	nt	-5	nt	nt	4	i	7
CC(C(=O)N1CCOCC1)c1ccc([N+](=O)[O-])cc1 (centres undefined)	nt	6	-5	-4	3	8	2.6	5	-0.2	3
CNc1nc(-c2ccc(Cl)cc2)cs1	-0.5	-12	4	-1	7	6	0.4	14	nt	1
COCCn1c(C(F)(F)F)ccc(NC(=O)c2ccccc2)c1=O	0.1	-11	1	3	-28	-58	0.2	2	0.2	1
CC1(C)Cc2c(c(N3CCOCC3)nc3sc(C(=O)N4CCCCC4)c(N)c23)CO1	0.1	-15	6	-1	0	-18	nt	7	-0.2	5
O=C1C2CSCN2C(=O)CN1CCCN1CCN(C(c2ccccc2)c2ccccc2)CC1 (centres undefined)	0.7	7	1	0	-1	8	-1.5	-5	0.8	1
O=C(Nc1cc(C(F)(F)F)ccc1N1CCOCC1)C1=COCCO1	-0.2	-6	-2	nt	3	nt	4.9	2	0.6	5
Cn1nnnc1SCc1nnc(-c2ccc(F)cc2)o1	2.1	-11	-1	1	8	15	2.5	-8	-5.0	2
Cc1ccc(Cl)cc1N=C(N)N=C(N)N	-0.8	2	7	0	5	5	0.2	3	-2.4	1
Cc1ccc(C(=O)/C=C/c2ccccc2)o1	-0.5	-1	-7	-3	-3	27	0.0	23	i	2
CCC(C)c1ccc(OCC(=O)Nc2cccc(C(=O)Nc3ccc(C(=O)O)cc3)c2)cc1 (centres undefined)	-1.6	-8	-76	-5	0	-3	0.4	5	-0.3	1
O=C(NCC1CCCO1)c1onc(CSc2ccc(Cl)cc2)c1C(=O)O (centres undefined)	-1.1	-32	84*	5	-6	20	6.1	4	-8.3	3
